From PubChem BioAssay
Menin-MLL TR inh = displaces Texas Red mutant MLL peptide from human menin; 270,000 compounds, 0.23% hits; Potency, µM (top dose mostly 61.6 µM), for inactives: at the top dose FP activity change, negative = inhibition, hits mostly inhibitors; AID 1768; Menin + Texas Red MLL mutant peptide, fluorescence polarization; O00255; active means well fitted inhibition curve with a large enough effect in the polarisation, with a control signal flat, not every such curve was filed as active; inconclusive means small, poorly fitted or top-dose-only effect, or effect the other way, or a change in a side signal; inactive means no such curve, though single readings can be large or run the other way; the % refers to the polarisation; further: potency means the concentration at half of the fitted maximal effect; % of control where 0% means no effect; many of its hits are not listed in these tables
Tb PFK block = blocks T. brucei phosphofructokinase; T. brucei PFK, ADP-Glo luminescence; O15648; 330,000 compounds, 0.17% hits; Potency, µM (series often up to 57.5 µM), without a hit: top-dose activity, negative = inhibition, actives largely listed as inhibitors;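 further: potency means the concentration at half of the fitted maximal effect; 0% = uninhibited 1x PFK enzyme wells and -100% = no-enzyme wells; nearly all actives have a fitted effect of over 60% in size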
Target sequence (O15648 whole entry, looked up): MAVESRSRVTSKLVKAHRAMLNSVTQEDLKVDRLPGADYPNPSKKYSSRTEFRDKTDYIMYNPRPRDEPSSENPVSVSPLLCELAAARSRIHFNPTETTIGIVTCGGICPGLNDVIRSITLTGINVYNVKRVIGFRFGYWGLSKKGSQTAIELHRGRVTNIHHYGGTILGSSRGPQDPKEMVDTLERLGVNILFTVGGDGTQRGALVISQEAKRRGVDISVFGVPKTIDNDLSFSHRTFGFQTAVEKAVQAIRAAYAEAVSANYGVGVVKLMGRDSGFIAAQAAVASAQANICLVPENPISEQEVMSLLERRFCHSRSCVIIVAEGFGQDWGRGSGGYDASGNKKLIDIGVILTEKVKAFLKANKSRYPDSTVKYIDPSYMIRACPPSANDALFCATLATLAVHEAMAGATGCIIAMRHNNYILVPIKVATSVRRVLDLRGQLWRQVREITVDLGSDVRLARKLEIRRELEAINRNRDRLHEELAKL
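Luminescent ADP detection (ADP-Glo, two-step: ATP depletion then ADP-to-ATP conversion for luciferase) reported PFK activity after 45 min room-temperature reaction of 1.25 nM enzyme with 0.5 mM F6P and 0.1 mM ATP at pH 8.0.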
BCR signal inh = inhibitors of chronic active B-cell receptor signaling; Potency, µM (top dose mostly 46.1 µM), for the others: at the top dose ratio change, negative = lower green/red ratio, hits mostly inhibitors; ABC-DLBCL IkBa-CBG/CBR reporter, luminescence ratio, 4 h; AID 493014; 340,000 compounds, 0.05% hits; active means well fitted inhibition curve with a large enough effect in the signal ratio, with a control signal flat, not every such curve was filed as active; inconclusive means small, poorly fitted or top-dose-only effect, or effect the other way, or a change in a side signal; the % refers to the signal ratio;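 further: potency means the concentration at half of the fitted maximal effect; plate controls were basal doxycycline-induced cells for no effect and cells given 10 µM MG132 for full effect; MG132 reads +100%, hits lower the ratio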
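TMD8 human ABC-DLBCL cells with doxycycline-inducible IκBα–green luciferase fusion and unfused red luciferase, in 0.5% FBS medium; compounds up to 46 uM, 4 h at 37C. Green/red luminescence ratio, filter-overlap corrected, fitted to concentration-response curves.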
B2AR arrestin = recruits beta-arrestin to the human beta2-adrenergic receptor. 330,000 compounds, 0.02% hits. Potency, µM (titrated, usually from 46.1 µM), inactives show at the top dose activation, actives largely listed as activators. beta-arrestin recruitment to beta2AR, cell-based reporter. P07550;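 further: potency means the concentration at half of the fitted maximal effect; 0% = DMSO controls and full agonism = EC100 isoproterenol or metaproterenol; nearly all actives have a fitted effect of over 65% in size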
PKM2 activator = activators of human pyruvate kinase M2; 260,000 compounds, 0.34% hits; P14618; purified PKM2, Kinase-Glo ATP luminescence, activation; response scale: 0% is enzyme alone, no compound; Potency, µM (top dose mostly 57.5 µM), for inactives: top-dose activation, usual class: activators; AID 1631; further: potency means the concentration at half of the fitted maximal effect; on the % scale 0 is the no-effect control and ±100 the full control effect; nearly all actives have a fitted effect of over 55% in size
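ATP formation by purified human PK-M2, quantified via coupled luciferase luminescence after 1 h at room temperature with 0.1 mM ADP and 0.5 mM PEP final.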
TSG101-PTAP inh = blocks PTAP/TSG101 interaction to inhibit HIV-1 budding. Q99816. Fluorescence polarization, FITC-PTAP peptide / Tsg101 binding. Potency, µM (highest dose often 115 µM), without a hit: at the top dose activity change, negative = inhibition, hits mostly inhibitors. 340,000 tested, under 10 active. AID 493005; active means well fitted inhibition curve with a large enough effect in the main read-out, with a control signal flat, not every such curve was filed as active; inconclusive means small, poorly fitted or top-dose-only effect, or effect the other way, or a change in a side signal; inactive means no such curve, though single readings can be large or run the other way; further: potency means the concentration at half of the fitted maximal effect; % of control where 0% means no effect
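FP read-out: FITC-PTAP peptide, 50 nM final, binding Tsg101 binding domain, 10 uM final; 20 min, r.t.; 10 mM HEPES pH 7.5, 0.15 M NaCl, 0.01% Tween 20, 3 mM EDTA, 0.1 mM TCEP.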
GALK inh = inhibitors of human galactokinase | P51570 | Purified GALK, Kinase-Glo residual ATP luminescence | Potency, µM (highest dose often 57.5 µM), for the others: at the top dose activity change, negative = inhibition, hits mostly inhibitors | 270,000 compounds, 0.007% hits | AID 1868; further: potency means the concentration at half of the fitted maximal effect; on the % scale 0 is the no-effect control and ±100 the full control effect
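Kinase-Glo Plus luminescence measured ATP left after a 1 h room-temperature reaction. The reaction used 5 nM GALK, 100 uM galactose and 35 uM ATP at pH 8.0 (20 mM HEPES, 5 mM MgCl2, 60 mM NaCl, 1 mM DTT, 0.01% BSA).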
ASM inhibitor = inhibitors of human secretory acid sphingomyelinase. P17405. placental ASM, HMU-PC fluorogenic substrate, 60 min. Potency, µM (titrated, usually from 57.5 µM), for the others: at the highest dose activity change, negative = inhibition, actives largely listed as inhibitors. 340,000 compounds, 0.006% hits. AID 504937; further: potency means the concentration at half of the fitted maximal effect
Target sequence (P17405 47-631 limits assumed): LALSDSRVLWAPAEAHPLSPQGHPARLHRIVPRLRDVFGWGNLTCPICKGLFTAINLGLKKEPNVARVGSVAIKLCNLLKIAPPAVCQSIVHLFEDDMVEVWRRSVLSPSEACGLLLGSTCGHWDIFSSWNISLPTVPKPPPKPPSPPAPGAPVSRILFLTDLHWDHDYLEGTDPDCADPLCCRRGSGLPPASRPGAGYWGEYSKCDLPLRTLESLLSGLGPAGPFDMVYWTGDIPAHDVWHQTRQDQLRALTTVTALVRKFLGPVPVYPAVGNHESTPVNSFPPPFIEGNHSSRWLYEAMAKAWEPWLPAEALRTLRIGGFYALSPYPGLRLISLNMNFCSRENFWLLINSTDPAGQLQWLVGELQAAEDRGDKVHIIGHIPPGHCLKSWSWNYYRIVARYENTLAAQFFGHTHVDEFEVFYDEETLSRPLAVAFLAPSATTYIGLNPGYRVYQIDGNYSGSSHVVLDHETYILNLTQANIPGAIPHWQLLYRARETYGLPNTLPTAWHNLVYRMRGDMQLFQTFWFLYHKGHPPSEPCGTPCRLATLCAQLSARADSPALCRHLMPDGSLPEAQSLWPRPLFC
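Fluorogenic HMU-PC substrate (9 uM final) is turned over by placental ASM in 60 min at 37 C after a 10 min compound preincubation. Reaction ended by alkaline stop (pH 10), with fluorescence read at 386/447 nm.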
Coupling enz = coupling enzyme interference in Giardia aldolase counter-screen; coupling enzyme system counterscreen, AmpLite Red fluorescence; activity change, negative = inhibition, % at 58.2 µM, hits read low; 290,000 compounds, 0.67% hits; in the data active means activity change below about -30%; further: on the % scale 0 is the no-effect control and ±100 the full control effect
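Activity here indicates interference with the coupling reaction, not aldolase inhibition. Compounds at 57.5 uM final met coupling enzymes for 10 min at RT; substrate and AmpLite Red detection followed, with a 525/598 nm fluorescence read after 20 min.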
a7 integrin act = activates integrin-mediated alleviation for muscular dystrophy; alpha7betagal myoblasts, beta-gal FDG fluorescence, 48 h; Potency, µM (doses to about 38.3 µM), for the others: top-dose activation, hits mostly activators; 350,000 compounds, 0.064% hits; AID 624291;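 further: potency means the concentration at half of the fitted maximal effect; 100% = response of the positive control SU9516; nearly all actives have a fitted effect of over 60% in size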
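Alpha7betagal+/- myoblasts (passage 13) were plated 16-24 hr, then exposed to compounds (1:260 dilution of DMSO stock) for 48 hours at 37C. After MPER lysis, β-galactosidase reporter activity was read as FDG fluorescence (ex 480/em 540) after 30 minutes.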
Giardia kill = Giardia lamblia killing. AID 540267. Giardia lamblia trophozoite viability. activity change, % at 7.66 µM, hits read low. 340,000 compounds, 0.15% hits; in the data active means activity change below about -80%; inconclusive means between about -30% and that limit;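 further: parasites exposed to compound for two days anaerobically before the ATP read; on the % scale 0 is the no-effect control and ±100 the full control effect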
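Each well holds 100 Giardia trophozoites and compound. After two days (48 hrs) at 37 deg C in anaerobic conditions, ATP is quantified by luminescence.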
Numbers without * were called inactive; ? = inconclusive; . = not tested or not shown; [ ] = remark or other dose. Unless noted, the call rests on the fitted dose curve; in most records, active means well fitted curve in the direction sought with a large enough effect; inconclusive means small, poorly fitted or top-dose-only effect, or another doubt; inactive means no such curve, though single readings can be large; an effect the other way counts as inactive or inconclusive. Some of the compounds tested; rates above refer to the full screens.

SMILES	Menin-MLL TR inh	Tb PFK block	BCR signal inh	B2AR arrestin	PKM2 activator	TSG101-PTAP inh	GALK inh	ASM inhibitor	Coupling enz	a7 integrin act	Giardia kill
CCN(CC)S(=O)(=O)c1ccc(OC)c(-n2cnnn2)c1	-2.9%	-6.3%	1.8%	-0.1%	-4.1%	-12.2%	6.3%	1.0%	0.3	9.0%	-17.9
O=C(COC(=O)c1ccc(S(=O)(=O)N2CCc3ccccc3C2)cc1)NC(=O)NCc1ccco1	0.4%	3.6%	?	-0.2%	-2.5%	-9.3%	1.4%	0.0%	2.6	-2.9%	1.0
CCCCOc1cccc(C(=O)N(Cc2ccco2)C2CCS(=O)(=O)C2)c1 (stereo not given)	4.1%	-4.5%	-2.5%	0.4%	2.7%	-7.3%	10.1%	-0.2%	3.2	-13.3%	4.8
CCOC(=O)c1cnn2c(C(F)(F)F)cc(-c3ccccc3)nc12	-2.1%	-0.9%	6.0%	-0.2%	-4.4%	-2.8%	-4.9%	96.5%[activator]	0.2	-4.5%	-10.2
COc1ccc(-c2cc(C(F)F)nc(-n3nc(C)cc3C)n2)cc1	?	-0.9%	?	11.3%	3.4%	-1.2%	1.9%	-7.4%	-0.3	-17.7%	-20.7
COc1ccc(-n2nc(C#N)c(Cl)cc2=O)cc1	22.9%	-2.6%	?	-0.1%	-2.4%	-10.2%	1.0%	-2.9%	1.4	-60.4%[inhibitor]	13.5
Cc1cccc2cc(CN(Cc3ccco3)S(=O)(=O)c3ccc4c(c3)OCCO4)c(=O)[nH]c12	-15.4%	-1.0%	-0.5%	-0.1%	-5.7%	-3.3%	-1.3%	2.5%	-2.9	-8.3%	3.7
Cc1ccc2ncnc(NCCCN3CCOCC3)c2c1	-12.3%	-8.7%	-4.9%	-0.1%	-2.0%	-1.0%	-0.2%	1.6%	-0.8	1.2%	-9.9
CCCOc1ccc(-c2nc(SCc3ccccc3)[nH]c(=O)c2C#N)cc1OC	?	1.6%	2.0%	-0.1%	.	-5.5%	.	23.0%	-0.6	2.5%	9.4
Cc1ccc(C(=O)Nn2c(C)nc3ccccc3c2=O)cc1C	-2.2%	3.4%	1.5%	-0.2%	.	-0.1%	4.0%	0.2%	2.5	0.0%	-1.0
CCc1ccc(NC(=O)[C@H](C)NC(=O)C2CCN(C(=O)[C@@H](N)Cc3ccccc3)CC2)cc1	15.1%	0.5%	7.2%	3.0%	2.9%	0.6%	.	5.4%	-1.7	-2.5%	-14.9
Nn1c(SCC(=O)N2CCOCC2)nnc1-c1ccccc1Cl	?	-0.6%	-0.9%	-0.4%	2.7%	.	-0.1%	0.2%	3.6	8.3%	13.2
COC(=O)C1CC(=O)N(c2ccc(C)cc2)C1 (stereo not given)	-11.5%	0.8%	0.2%	-0.4%	-23.5%	-1.6%	-1.2%	2.1%	0.2	-10.7%	18.9
COc1ccc(NC2CCCN(C(=O)c3cccc(C(F)(F)F)c3)C2)cc1OC (stereo not given)	-8.7%	-17.4%	2.3%	-1.1%	.	-2.2%	1.9%	0.4%	-5.5	-2.4%	0.6
C/C(=N\Nc1cccc([N+](=O)[O-])c1)c1cc(F)ccc1O	.	8.6%	?	0.2%	2.0%	-3.7%	-1.2%	-21.5%	1.2	-33.6%	-9.0
Cc1cc(C)n(-c2ccc(C(=O)Nc3nc4ccccc4s3)cc2)n1	-5.1%	2.0%	8.5%	-0.3%	4.1%	-1.3%	-1.9%	1.5%	-0.8	-2.4%	11.9
CC1CN(C(=O)c2ccc(NS(=O)(=O)c3ccc(C(C)(C)C)cc3)cc2)CC(C)O1 (stereo not given)	-7.2%	3.0%	-4.3%	-0.1%	2.2%	-2.1%	3.6%	5.5%	3.9	-35.9%	34.1[activator]
COC(C(=O)Nc1ccc(S(=O)(=O)Nc2ccc(F)cc2)cc1)c1ccccc1 (stereo not given)	?	0.0%	?	0.5%	1.0%	-2.2%	1.0%	5.4%	1.6	3.7%	22.7
Cc1cccc(OCC(=O)NCC(=O)N/N=C/c2cc(Br)ccc2OCc2ccccc2)c1	5.4%	1.0%	4.2%	-1.0%	1.2%	-0.6%	0.3%	0.3%	-20.7	-6.8%	3.7
CCN1CCN(C(=O)C2c3cc(OC)c(OC)cc3C(=O)N3CCc4ccccc4C23)CC1 (stereo not given)	6.1%	-6.3%	?	-0.6%	-1.8%	-3.0%	2.8%	-2.4%	1.8	18.3%	3.7
CCn1c(C)c(C(=O)O)c2cc(OC)c3ccccc3c21	46.0%[activator]	-5.6%	?	-0.8%	.	2.4%	3.7%	1.7%	-1.8	12.5%	-16.8
COC(=O)c1cc(Br)c(=O)n(-c2ccccc2OC)c1	-0.8%	-8.0%	4.7%	-0.6%	9.9%	-4.8%	4.1%	-0.2%	0.0	4.2%	-18.4
COCCNC(=O)Cn1cc(/C=C(\C#N)C(=O)NC2CC2)c2ccccc21	18.5%	7.5%	2.2%	-0.5%	.	1.5%	-0.7%	34.8%[activator]	-1.2	6.6%	-0.3
Cc1cc(-c2csc(N)n2)c(C)n1CCC(C)C	-9.2%	-1.2%	6.4%	-0.4%	-7.0%	-3.3%	6.4%	-11.2%	-6.5	-20.9%	21.9
Cc1cccc(Nc2nc(C)cc(C)n2)c1	-0.5%	1.1%	-1.2%	0.3%	0.4%	-6.0%	1.5%	0.3%	-2.6	-24.0%	1.5
CNCC(=O)N(CC(C)C)c1c(N)n(CC(C)C)c(=O)[nH]c1=O	-1.1%	3.4%	-1.6%	-0.1%	-17.4%	-10.7%	13.9%	9.5%	1.0	-1.4%	0.7
COC(=O)CSc1nc2ccccc2nc1SCC(=O)OC	-6.9%	-4.5%	9.1%	-0.7%	-8.9%	-4.4%	-0.8%	-1.3%	-8.5	-12.5%	-6.0
O=C(Nc1cccc(-c2nc3ccccc3s2)c1)c1cc(-n2cnnc2)ccc1Cl	?	1.9%	?	0.4%	-0.7%	-7.1%	1.6%	?	0.4	-0.3%	-2.7
CN1C(=S)N2CCCN2C1c1ccccc1 (stereo not given)	.	0.3%	0.6%	-0.2%	4.3%	-7.0%	4.6%	4.7%	2.5	-34.9%[inhibitor]	0.4
Cc1c(/C=N/NC(=O)c2cc(C(C)(C)C)[nH]n2)c2ccccc2n1C	.	-2.5%	3.5%	-0.9%	-1.3%	-2.0%	10.4%	-1.3%	0.2	0.0%	9.2
COc1ccc(N2Cc3ccccc3C2=NC(=O)c2ccc(C)cc2)cc1OC	-15.4%	0.9%	-3.7%	-0.4%	2.8%	-0.4%	0.7%	-3.0%	-14.9	-14.1%	-11.5
Cc1cc(C)cc(C(=O)NCc2ccc3c(c2)OCO3)c1	-10.2%	-2.7%	-0.6%	-0.1%	3.2%	-0.4%	0.0%	-0.9%	-0.9	10.2%	-12.5
Cc1ccc(NC(=O)c2cnccn2)c(C)c1	7.0%	-2.7%	2.8%	-0.7%	-1.0%	-1.9%	5.7%	3.3%	-0.6	-10.0%	11.0
NNC(=O)/C(=N/Nc1ccccc1)S(=O)(=O)c1ccc(Cl)cc1	7.8%	-2.4%	-1.0%	-1.0%	0.4%	1.3%	.	-9.9%	0.5	9.8%	6.8
CC1=NN(C(=O)c2ccc(Cn3nc(C)c(Br)c3C)cc2)C(O)(C(F)(F)F)C1 (stereo not given)	-1.4%	0.3%	-1.0%	-3.6%	-0.6%	-5.4%	0.3%	3.9%	1.1	3.7%	-0.9
CCC(Oc1ccccc1)C(=O)Nc1ccccc1OC (stereo not given)	-7.1%	-8.3%	-7.3%	-0.1%	-0.6%	-5.9%	5.1%	-3.8%	-4.6	-19.0%	-1.1
COc1ccc2oc(=O)c(C(=O)NC(C)c3ccccc3)cc2c1 (stereo not given)	-17.7%	6.3%	-0.8%	0.3%	2.3%	-3.2%	-2.2%	224.3%[activator]	1.3	64.4%	4.6
Cc1nnc(NC(=O)c2nc(S(=O)(=O)Cc3ccccc3)ncc2Cl)s1	.	8.4%	?	0.0%	.	3.8%	-7.7%	-1.5%	.	-73.2%[inhibitor]	-18.2
COc1ccc(NC(=O)CCCn2cnc3ccccc3c2=O)c(OC)c1	-0.1%	1.7%	0.5%	-0.2%	.	-11.8%	3.4%	0.9%	0.7	10.3%	12.7
